# Assay outcomes (PubChem)
# AP ELISA ortho = alternative complement pathway inhibitors, primary screen, biochemical, ELISA, human serum, orthogonally pooled compounds; LPS-coated ELISA, C3 deposition; tested in compound mixtures; inhibition, % at 5 µM; hit rate 0.08% among 62,000;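 active = inhibition above 30% in each of the two pooled mixtures holding the compound, so the lower value exceeds 30%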;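 also: 0% = serum in Mg-EGTA without compound and 100% = EDTA serum blank; some compounds past the cut are filed as inactive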
#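 Assay system: Human serum alternative complement pathway, C3 deposition on LPS-coated wells | Incubation: 1 h serum-compound exposure at 37 °C | Doses: 5 µM per compound in ten-compound mixtures | Read-out: Percent inhibition | Technique: ELISA with HRP anti-human C3 antibody, TMB substrate, absorbance 450 nm | Replication: Two pool placements per compound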
# MMP-13 inhibitor = human MMP13 inhibitors, primary screen, biochemical, FRET peptide cleavage; Collagenase 3 (Homo sapiens), P45452; MMP-13 fTHP FRET cleavage, Mca fluorescence; inhibition, % at 4 µM; hit rate 0.07% among 65,000;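 active = inhibition above the mean of compound-free control plate wells plus 3 SD, cut at about 14% in these data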;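 also: 0% = DMSO wells and 100% = wells with reference MMP-13 inhibitor after basal subtraction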
# Cdc25B block = inhibitors of Cdc25B phosphatase catalytic domain, primary screen, biochemical, OMFP fluorescence; M-phase inducer phosphatase 2 (Homo sapiens), P30305; recombinant Cdc25B, OMFP fluorescence Ex485/Em525; inhibition, %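 (compounds tested at 10 µM final in the well)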; hit rate 0.1% among 65,000; AID 368, 2006; in the data active = inhibition above about 50%
# Hsp90 inh = tumor Hsp90 inhibitors, primary screen, cell lysate, fluorescence polarization, NCI-N417 lysate | inhibition, % at 30 µM | hit rate 0.35% among 64,000 | Cy3B-geldanamycin FP displacement | AID 429, 2006 | Heat shock protein HSP 90-alpha (Homo sapiens), P07900;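 active = inhibition above 50%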;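 also: 0% = tracer plus lysate wells and 100% = tracer alone without lysate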
# FXIIa inh mix = human factor XIIa inhibitors, primary screen, biochemical, pooled compound mixtures, fluorogenic substrate | hit rate 0.2% among 62,000 | inhibition, % at 5 µM | Coagulation factor XII (Homo sapiens), P00748 | AID 684, 2007 | purified FXIIa;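 also: 0% = enzyme without compound and 100% = no enzyme blank; some results filed as inactive read as strong as hits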
# Abs 340nm = compound light absorbance at 340 nm, profiling panel, artefact control, biochemical, MLSMR library, data from PS, PMK, MK assays; AID 708, 2007; compound absorbance at 340 nm, fold over control; fold change at 10 µM; 65,000 tested, under 10 active;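 active = at 10 µM dose, initial 340 nm absorbance at least 2 fold that of control wells; inactive = change under 2 fold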;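 also: initial absorbance extrapolated from kinetic A340 decline of NADH oxidation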
# FXIa mix inh = FXIa protease inhibitors in compound pools, primary screen, biochemical, 10-compound mixtures. inhibition, % at 5 µM. Coagulation factor XI (Homo sapiens), P03951. hit rate 0.19% among 62,000. purified FXIa, fluorogenic substrate, pooled mixtures;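 also: each value is inhibition by a whole ten-compound pool holding the compound; 0% = enzyme with no mixture and 100% = wells lacking enzyme; strong numbers were not always called active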
# JNK3 inh = JNK3 kinase activity inhibitors, primary screen, biochemical, human, purified enzyme | HTS | inhibition, % at 8 µM | hit rate 0.61% among 60,000; in the data active = inhibition above about 17%;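 also: 0% = DMSO and 100% = reference inhibitor; many of its hits are not listed in these tables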
# Target sequence (P53779 whole entry, looked up): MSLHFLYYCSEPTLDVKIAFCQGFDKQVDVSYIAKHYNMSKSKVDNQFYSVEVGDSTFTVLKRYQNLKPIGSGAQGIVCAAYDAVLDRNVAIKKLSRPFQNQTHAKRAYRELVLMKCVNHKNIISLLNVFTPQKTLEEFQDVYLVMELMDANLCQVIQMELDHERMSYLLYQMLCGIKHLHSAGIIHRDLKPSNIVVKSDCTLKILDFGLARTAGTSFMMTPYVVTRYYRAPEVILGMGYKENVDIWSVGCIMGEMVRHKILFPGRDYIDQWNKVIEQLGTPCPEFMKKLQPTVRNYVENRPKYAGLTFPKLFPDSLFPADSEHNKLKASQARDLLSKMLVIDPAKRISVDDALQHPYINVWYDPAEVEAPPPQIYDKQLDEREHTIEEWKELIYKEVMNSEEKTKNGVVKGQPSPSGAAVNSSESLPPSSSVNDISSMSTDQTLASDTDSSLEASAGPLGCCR
# MKP-1 inh = MKP-1 phosphatase inhibitors, primary screen, biochemical, in vitro; Dual specificity protein phosphatase 1 (Homo sapiens), P28562; recombinant MKP-1, OMFP hydrolysis fluorescence; inhibition, %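 (compounds tested at a single concentration somewhere between 10 and 100 µM)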; hit rate 0.15% among 65,000;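 active = inhibition above about 50%, limit read from the data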;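 also: 0% = DMSO max control wells and 100% = wells with enzyme stopped by NaOH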
# Target sequence (P28562 whole entry, looked up): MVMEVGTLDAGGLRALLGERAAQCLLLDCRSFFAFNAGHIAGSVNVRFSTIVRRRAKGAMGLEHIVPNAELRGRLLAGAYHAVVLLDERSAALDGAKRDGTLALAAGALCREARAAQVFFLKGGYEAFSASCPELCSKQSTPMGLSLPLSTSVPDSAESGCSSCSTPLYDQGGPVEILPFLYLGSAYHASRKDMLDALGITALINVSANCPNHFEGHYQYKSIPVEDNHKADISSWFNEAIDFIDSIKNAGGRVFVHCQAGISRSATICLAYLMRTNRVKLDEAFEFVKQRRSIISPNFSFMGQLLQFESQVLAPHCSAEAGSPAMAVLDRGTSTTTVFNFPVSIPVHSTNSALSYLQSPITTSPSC
# * = called active by the depositor; i = inactive; nt = no result given; [ ] = another dose, or the depositor's remark. Rule as the data show it, unless noted: active = inhibition above about 20% (passing the limit was not always enough); inactive = the rest. Compounds were not picked by outcome. Share with any hit: about 1.5%.
SMILES,AP ELISA ortho,MMP-13 inhibitor,Cdc25B block,Hsp90 inh,FXIIa inh mix,Abs 340nm,FXIa mix inh,JNK3 inh,MKP-1 inh
O=C(CN1CCN(S(=O)(=O)/C=C/c2ccccc2)CC1)NC(=O)NCc1ccco1,1.8,5.9,3.4,-6.1,-1.1,1.03,0.1,5.0,30.0
CC(=O)Nc1cc(-c2ccccc2)ccc1O,6.0,1.5,-21.3,4.0,-2.7,0.98,6.1,2.3,-2.8
Cc1cc(C)n2nc(SC(C)C(=O)NCc3ccco3)nc2n1 (stereo not given),5.6,-1.3,-22.8,-1.1,4.1,0.99,3.6,1.2,10.0
CCOC(=O)c1c(C)c(C(=O)NC2CCCCC2)c(C)n1CC,13.6,0.4,-10.1,-2.6,5.9,1.03,-1.2,-6.8,10.2
COCCn1c(=S)[nH]c2ccc(N(C)C)cc2c1=O,15.2,-16.7,-6.5,8.1,8.8,1.14,-0.3,-11.9,34.3
CN(C/C(O)=C(\C#N)c1ccccc1)C1CCCCC1,-1.0,-2.0,-6.2,-1.3,-12.3,1.01,-8.5,0.8,29.2
CCCCCn1c(SCc2ccncc2)nc2cc(C(=O)NCc3ccco3)ccc2c1=O,1.7,3.2,-2.7,-4.6,8.4,1.02,-1.8,nt,9.3
O=C(NCc1n[nH]c(=S)n1-c1ccccc1)c1ccco1,-14.6,10.7,-3.6,2.7,6.2,1.02,2.8,-0.2,21.3
Cc1cc(=O)oc(C)c1C(=O)Nc1cnc2ccccc2c1,1.8,8.0,0.7,-4.8,0.7,1.03,8.4,-1.8,-12.7
Cn1nnnc1SCC1=C(C(=O)O)N2C(=O)[C@@H](NC(=O)[C@H](O)c3ccccc3)[C@H]2SC1,5.6,-10.6,1.1,-5.4,11.3,0.98,10.3,-4.9,31.9
COC(=O)C(C)Sc1nnc2n(-c3cccc(C)c3)c(=O)c3c4c(sc3n12)CCCC4 (stereo not given),-20.8,3.0,-16.4,-1.1,3.0,1,-3.4,-2.5,11.6
CCOC(=O)CCCCC(=O)c1[nH]c(=O)[nH]c1CSc1nc(C)cc(=O)[nH]1,3.2,2.8,-1.4,-3.8,3.8,1.06,-0.5,-39.7,27.2
CCOc1ccc2[nH]c(=O)c(CN(CCO)C(=O)c3ccc(F)cc3)cc2c1,6.8,-27.7,-0.7,0.1,4.6,1.08,7.5,4.5,-13.2
CCOC(=O)c1cc(OCC(=O)NC(C)C(C)C)cc(C(=O)OCC)c1 (stereo not given),16.7,2.1,-4.7,-3.0,-0.8,1.04,-2.1,5.8,30.9
CCN(CC(=O)Nc1c(C(=O)OC)[nH]c2ccc(Cl)cc12)c1ccc2c(c1)OCO2,11.2,2.3,-1.3,-0.9,-12.3,1.03,-9.8,6.9,-5.6
Cn1nc(C(=O)N2CCCC2)c2ccccc2c1=O,7.4,-6.4,-6.1,-4.8,9.5,1.06,-14.0,1.6,-3.8
COc1ccc(N(CC(=O)N2CCc3ccccc32)S(=O)(=O)c2c(C)noc2C)cc1,7.7,0.4,-7.8,-2.1,16.5,1,6.5,-6.5,-1.4
CCn1c(COc2ccccc2C)nnc1SCC(=O)Nc1cc(C)on1,12.5,4.1,4.2,-4.4,-1.0,1.01,-0.2,3.8,-11.9
Cc1cnc(NC(=O)c2ccc3c(c2)C(=O)N(Cc2ccco2)C3=O)s1,14.9,6.8,-18.5,2.9,-0.4,1.07,-1.7,4.3,26.1
COc1ccc(-c2cc(C(F)(F)F)nc(NC3CCCC3)n2)cc1OC,4.6,-20.5,-13.8,nt,-13.9,1.09,0.2,nt,27.9
COc1cccc2cc(C(=O)NCC3CCCO3)c(=O)oc12 (stereo not given),13.4,-1.3,4.2,4.8,3.7,1.08,0.7,nt,-7.3
Cc1cccc(N(C(=O)Cn2nnc3ccccc32)C(C(=O)NCc2ccco2)c2ccncc2)c1 (stereo not given),13.3,1.8,-20.3,-5.7,6.2,1.03,6.1,-8.5,7.4
O=C(O)c1cccc(S(=O)(=O)N2CCCC2)c1,5.0,3.6,2.6,-0.9,6.2,1.03,-2.8,-2.2,7.5
CC(=C/C(=O)O)/C=C/c1cccs1,4.2,2.0,0.0,-5.5,12.0,1.12,0.7,-5.3,13.6
O=C(O)CSc1nnc(-c2ccco2)o1,8.5,-1.4,-11.3,-1.3,-0.5,0.99,-1.0,-2.8,1.4

# A different layout for part of the listing above:
# The line under a structure holds: AP ELISA ortho | MMP-13 inhibitor | Cdc25B block | Hsp90 inh | FXIIa inh mix | Abs 340nm | FXIa mix inh | JNK3 inh | MKP-1 inh
> Cc1cccc(N(C(=O)Cn2nnc3ccccc32)C(C(=O)NCc2ccco2)c2ccncc2)c1 (stereo not given)
→ 13.3 | 1.8 | -20.3 | -5.7 | 6.2 | 1.03 | 6.1 | -8.5 | 7.4
> COc1ccc(-c2cc(C(F)(F)F)nc(NC3CCCC3)n2)cc1OC
→ 4.6 | -20.5 | -13.8 | nt | -13.9 | 1.09 | 0.2 | nt | 27.9
> CC(=C/C(=O)O)/C=C/c1cccs1
→ 4.2 | 2.0 | 0.0 | -5.5 | 12.0 | 1.12 | 0.7 | -5.3 | 13.6

# Continued:
SMILES,AP ELISA ortho,MMP-13 inhibitor,Cdc25B block,Hsp90 inh,FXIIa inh mix,Abs 340nm,FXIa mix inh,JNK3 inh,MKP-1 inh
Cc1ccccc1NS(=O)(=O)c1ccc(OCC(=O)NCc2ccco2)cc1,4.1,-0.2,-8.1,-5.1,-19.0,1.03,10.4,2.8,0.4
CCNc1cc2oc(=O)c(CN3CCOCC3)c(C)c2cc1C,6.2,i[fluorescence artefact?],-0.7,-3.1,15.1,1.12,-16.9,-2.0,0.2
COP(=O)(/C=C/c1ccccc1)C(O)c1ccc(F)cc1 (stereo not given),4.8,-8.3,-0.9,-4.3,1.2,1.06,8.3,-4.2,-5.6
O=C(CN1CCCC1)Nc1ccc(-c2nc3cc(NC(=O)CN4CCCC4)ccc3o2)cc1,10.5,-311.1[fluorescence artefact?],-9.9,-3.5,-0.3,1.26,-4.0,-8.0,5.3
Cc1cc(N2C(=O)C(O)=C(C(=O)c3ccc(C)o3)C2c2cccs2)no1 (stereo not given),3.3,-6.1,5.5,-5.8,-14.1,1.02,1.0,2.3,-9.0
CNC(=O)CSCc1c(Cl)cccc1Cl,8.5,-0.3,-14.2,3.0,2.5,1.05,3.0,-4.8,-8.1
CCOc1cc(C2C(C#N)=C(N)OC(C)=C2C(C)=O)cc(Br)c1O (stereo not given),14.8,5.3,-5.6,-6.7,0.3,1.01,8.1,-1.3,-14.2
CCOc1ccccc1OCCn1nnc2ccccc21,5.6,1.8,-0.1,0.8,17.6,1,-22.3,6.4,8.2
CCOC(=O)C(/C(N)=N/C(=O)Nc1ccccc1)=C(\C)O,nt,nt,3.7,-2.1,nt,1.04,nt,nt,-5.0
CNc1oc(Cc2ccccc2)nc1S(=O)(=O)c1ccc(Cl)cc1,11.2,0.9,-8.2,-3.6,0.1,1,4.9,6.8,3.8
CCN1C(=O)N(CC)C(O)(c2ccccc2)C1(O)c1ccccc1 (stereo not given),8.9,-0.9,-8.3,0.8,2.9,1.02,3.5,-2.9,8.0
CC(OC(=O)c1ccncc1)C(=O)Nc1cccc(Cl)c1 (stereo not given),-7.2,-3.6,23.2,-7.7,2.4,1,-7.6,0.5,6.4
COc1ccc(OC)c(C2C3=C(CCCC3=O)Nc3nc4ccccc4n32)c1 (stereo not given),6.5,-6.9,2.8,0.8,14.2,1.13,8.5,4.9,8.2
CCN1CCN(C(=O)c2cn(CC)c3ccc(S(=O)(=O)N(C)C)cc3c2=O)CC1,3.1,4.6,0.8,-0.8,2.8,1.01,1.3,-7.6,-8.7
CCOc1ccc(Cl)cc1S(=O)(=O)n1nnc2ccccc21,9.3,-0.1,-5.3,0.7,-11.6,1.05,-1.0,-4.3,-7.5
Cc1nnc(SCC(=O)Nc2ccc(N3CCOCC3)cc2)o1,14.5,2.3,4.1,-2.1,-2.5,1.01,2.7,7.9,-8.5
Cc1cc(SCCC(=O)O)nc2ccccc12,nt,-0.1,-14.9,-3.3,nt,1.04,nt,6.9,-16.6
O=C(Nc1ccc(CN2CCOCC2)cc1)c1cc2ccccn2n1,6.4,2.9,-5.3,-2.5,-16.5,0.99,16.6,6.4,-12.9
O=C(O)c1ccc(N2CCCCC2)cc1,11.6,-7.4,3.2,-5.3,10.1,1.02,2.9,-0.1,6.8
CC(C)[C@H](NC(=O)Nc1ccc(S(N)(=O)=O)cc1)C(=O)O,8.2,0.5,2.5,-1.9,-13.8,1.06,4.1,-8.2,-4.1
O=C(NC1CCCCCC1)C1c2ccccc2C(=O)N1C1CC1 (stereo not given),17.0,-0.1,-14.3,-3.7,0.0,1,9.9,1.3,7.0
O=S(=O)(CCOc1ccccc1)c1nc2ccccc2[nH]1,6.7,1.4,-0.3,-3.5,0.2,0.99,4.9,2.7,0.5
CCCCCOc1ccc(/C=c2\sc3ncnn3c2=O)cc1,18.9,-0.5,-0.3,-1.9,32.5,1.01,0.3,-3.5,8.8
O=C(CSCc1c(F)cccc1Cl)NCc1ccco1,10.3,-0.4,2.7,-2.4,11.1,1.06,6.2,-6.5,-3.8
CCc1ccccc1NC(=O)CSC1=C(C#N)C(c2ccc3c(c2)OCO3)C2=C(CCCC2=O)N1 (stereo not given),14.7,-7.2,1.3,-4.0,5.5,1.05,25.1,-0.3,-1.1

# Following part
SMILES,AP ELISA ortho,MMP-13 inhibitor,Cdc25B block,Hsp90 inh,FXIIa inh mix,Abs 340nm,FXIa mix inh,JNK3 inh,MKP-1 inh
Cc1cc(C)c2cc(C#N)c(N3CCCC3)nc2c1,-0.5,-47.7[fluorescence artefact?],0.8,-6.2,3.4,1.01,9.3,6.8,0.2
CCOC(=O)c1ccc(NC(=O)c2ccc(CN3CCOCC3)cc2)cc1,12.1,-1.7,-1.3,-1.7,-18.4,1.04,-4.4,-0.6,-6.3
COc1ccccc1C(=O)N1CCN(c2ccccn2)CC1,8.4,-5.1,3.0,-1.7,8.1,1.06,9.6,-6.8,1.5
CNc1nc(Oc2ccccc2C(=O)OC)nc(SC)n1,7.2,1.9,-5.7,-0.2,-17.0,1.06,2.9,nt,-3.7
C=CCn1c(N)c(C(=O)NCc2cccnc2)sc1=S,-1.3,3.3,0.6,-15.3,14.4,1.15,-0.5,6.2,-1.0
COC(=O)Nc1sc2c(c1C(=O)NCc1ccco1)CCCC2,8.2,2.7,-17.9,-22.1,-0.6,1.03,-2.8,11.0,3.7
O=C(Nc1nnc(COc2ccc(Cl)cc2)s1)C1CCCO1 (stereo not given),15.4,-0.6,8.7,4.5,-0.2,1.02,4.8,-1.4,10.5
CN(C)c1ccnc(NCc2ccccc2)c1C#N,5.7,-3.4,3.8,-2.4,1.2,1.03,7.7,8.3,-2.1
O=C(CCN1C(=O)c2ccccc2C1=O)Nc1ccc(F)cc1,7.8,6.0,-20.3,-1.9,3.6,0.98,11.9,2.9,-10.3
Cn1c(C(=O)N2CCN(Cc3ccc4c(c3)OCO4)CC2)cc2c(=O)n(C)c3ccccc3c21,-0.9,-3.0,-7.8,-4.4,10.8,1.04,6.2,23.8*,37.4
CC(NC(=O)NCCCn1ccnc1)(C(F)(F)F)C(F)(F)F,nt,0.6,-29.9,-2.1,nt,1.01,nt,-5.2,-17.7
CC(C)(C)n1nnnc1CN1CCN(C2CCCC2)CC1,9.8,1.8,-6.1,-3.0,7.2,0.98,3.3,-11.1,-3.1
